TDP1 cell noCPT – qHTS for Inhibitors of human tyrosyl-DNA phosphodiesterase 1 (TDP1): qHTS in cells in absence of CPT; DT40 Tdp1-/- hTDP1 cells, no CPT, ATP luminescence, 48 h; Potency, µM (highest dose often 46.2 µM), without a hit: at the top dose activity change, negative = growth inhibition, hits mostly inhibitors; actives 15% (n = 420,000); AID 686978, 2013; also: nearly all actives have a fitted effect of over 55% in size
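Compound effects on proliferation are scored in DT40 Tdp1-/-;hTDP1 cells in the absence of CPT. ATP levels (CellTiter-Glo luminescence) are recorded after a ≥48 hr, 37 °C incubation.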
GCN5L2 inh – inhibitors of human GCN5L2 histone acetyltransferase | GCN5L2 HAT assay, ThioGlo1 CoA-SH fluorescence | actives 0.21% (n = 390,000) | AID 504327 | Potency, µM (highest dose often 58.9 µM), for inactives: top-dose activity change, negative = inhibition, hits mostly inhibitors
Target sequence (Q92830 whole entry, looked up): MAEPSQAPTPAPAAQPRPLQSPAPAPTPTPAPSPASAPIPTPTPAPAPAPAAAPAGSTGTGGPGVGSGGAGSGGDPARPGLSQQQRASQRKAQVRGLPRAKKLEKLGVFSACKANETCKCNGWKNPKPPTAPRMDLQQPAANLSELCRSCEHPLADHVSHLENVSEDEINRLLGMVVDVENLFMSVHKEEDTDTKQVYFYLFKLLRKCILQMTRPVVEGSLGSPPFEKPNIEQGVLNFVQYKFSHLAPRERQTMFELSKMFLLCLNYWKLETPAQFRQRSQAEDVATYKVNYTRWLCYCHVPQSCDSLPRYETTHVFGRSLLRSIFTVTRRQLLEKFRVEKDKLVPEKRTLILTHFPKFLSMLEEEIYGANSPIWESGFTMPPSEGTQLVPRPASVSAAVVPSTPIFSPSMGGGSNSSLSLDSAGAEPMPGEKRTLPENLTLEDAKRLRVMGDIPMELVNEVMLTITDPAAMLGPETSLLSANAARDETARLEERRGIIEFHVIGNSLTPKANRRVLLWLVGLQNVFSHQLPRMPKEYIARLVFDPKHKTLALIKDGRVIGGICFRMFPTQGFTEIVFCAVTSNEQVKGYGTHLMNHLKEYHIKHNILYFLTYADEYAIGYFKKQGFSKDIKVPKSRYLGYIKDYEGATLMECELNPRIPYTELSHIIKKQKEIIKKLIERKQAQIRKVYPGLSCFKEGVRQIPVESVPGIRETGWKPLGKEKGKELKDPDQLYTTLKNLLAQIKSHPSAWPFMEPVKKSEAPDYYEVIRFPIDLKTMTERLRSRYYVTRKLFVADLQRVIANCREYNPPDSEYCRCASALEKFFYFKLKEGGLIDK
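Fluorescence readout, Ex340nm/Em540nm: ThioGlo1 (50uM final) reacts with free CoA thiol released as 20nM GCN5L2 acetylates H3(1-25) peptide (75uM) using acetyl-CoA (70uM). Compound and enzyme sat 15 min beforehand; 20 min room-temperature reaction.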
TDP1 cell CPT – DT40-hTDP1 cell growth loss with CPT; Potency, µM (top dose mostly 46.2 µM), for the others: at the top dose activity change, negative = growth inhibition, hits mostly inhibitors; actives 12% (n = 420,000); chicken DT40 Tdp1-/-;hTDP1 cells + 20 nM CPT, ATP luminescence, 48 h; AID 686979; also: nearly all actives have a fitted effect of over 55% in size
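Chicken DT40 Tdp1-/- cells stably complemented with human TDP1 were seeded at 400 cells/well in medium containing 20 nM camptothecin, exposed to pin-transferred compounds, and grown at 37 °C for at least 48 hr. Viability was read as ATP luminescence.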
Active calls of the source: *; ? = inconclusive; . = not tested or not shown; & = joins results of further samples. Calls follow the shape of the dose curve; as a rule, active = well fitted curve in the direction sought with a large enough effect; inconclusive = small, poorly fitted or top-dose-only effect, or another doubt; inactive = no such curve, though single readings can be large; an effect the other way counts as inactive or inconclusive. % is scaled to controls: 0 for no effect and ±100 for the full control effect; potency is read from the fitted curve at half-maximal effect.

SMILES	TDP1 cell noCPT	GCN5L2 inh	TDP1 cell CPT
CCOCCCNC(=O)c1c[nH]c2ccc(C)cc2c1=O	-26.6%	-4.2%	0.8%
COc1ccc(C(=O)O)cc1S(=O)(=O)NCc1ccncc1	17.1%	1.7%	16.2%
COc1ccccc1N1CCN(c2nc3c(C)cccn3c(=O)c2C=O)CC1	-26.0%	-21.0%	-4.1%
CCC(c1nnnn1Cc1ccc(OC)cc1)N(CCCO)Cc1cc2cc3c(cc2[nH]c1=O)OCO3 (stereo not given)	?	-1.2%	?
Fc1ccc(Nc2nc(Oc3ccc4c(c3)OCO4)nc(N3CCOCC3)n2)c(F)c1	-1.9%	9.0%	-16.4%
O=C(CCn1c(=O)oc2ccccc21)Nc1nc2ccccc2s1	?	-2.7%	?
CC(C)OC(=O)COc1ccc(-c2ccccc2)cc1	-9.7%	-6.8%	-1.7%
O=NN(CC(=O)NNc1ccccc1)CC(=O)NNc1ccccc1	-17.2%	.	0.2%
O=C(CNC(=O)c1sc2ccccc2c1Cl)NC1CC1	15.3%	-20.4%	1.6%
CC1(C)C2CC[C@]1(C)C(=O)N(CCCCN1CCN(c3ccccn3)CC1)C2=O	11.4%	-2.7%	-11.2%
O=C(NCC1CCCO1)c1cc(S(=O)(=O)N2CCCC2)c(Cl)cc1Cl (stereo not given)	-14.5%	?	10.4%
Cc1nc(C)c(-c2csc(Nc3ccccn3)n2)s1	?	-10.4%	-59.5%
CCC1CCCCN1C(=O)COc1ccc(F)cc1 (stereo not given)	-0.7%	3.3%	-12.4%
CC(C)[C@H](NC(=O)OC(C)(C)C)C(=O)NCC1CCC(C(=O)N[C@@H](Cc2ccccc2)C(=O)O)CC1 (stereo not given in full)	-1.4%	6.1%	3.0%
Cc1ccc(NC(=O)C(=O)NCC(c2ccc3c(c2)OCO3)N2CCOCC2)cc1C (stereo not given)	14.9%	-9.5%	13.6%

An excerpt from above in order of formula weight, falling.
SMILES	TDP1 cell noCPT	GCN5L2 inh	TDP1 cell CPT
CC(C)[C@H](NC(=O)OC(C)(C)C)C(=O)NCC1CCC(C(=O)N[C@@H](Cc2ccccc2)C(=O)O)CC1 (stereo not given in full)	-1.4%	6.1%	3.0%
Fc1ccc(Nc2nc(Oc3ccc4c(c3)OCO4)nc(N3CCOCC3)n2)c(F)c1	-1.9%	9.0%	-16.4%
Cc1ccc(NC(=O)C(=O)NCC(c2ccc3c(c2)OCO3)N2CCOCC2)cc1C (stereo not given)	14.9%	-9.5%	13.6%
CC1(C)C2CC[C@]1(C)C(=O)N(CCCCN1CCN(c3ccccn3)CC1)C2=O	11.4%	-2.7%	-11.2%
O=NN(CC(=O)NNc1ccccc1)CC(=O)NNc1ccccc1	-17.2%	.	0.2%
COc1ccc(C(=O)O)cc1S(=O)(=O)NCc1ccncc1	17.1%	1.7%	16.2%
CCC1CCCCN1C(=O)COc1ccc(F)cc1 (stereo not given)	-0.7%	3.3%	-12.4%

Next section.
SMILES	TDP1 cell noCPT	GCN5L2 inh	TDP1 cell CPT
CCOC(=O)c1cc(-c2ccc(C)cc2)n(CCC(=O)NC(C)CC)c1C (stereo not given)	?	-1.5%	?
CCOC(=O)CNC(=S)NN(C)C	1.1%	1.3%	-2.6%
CCC(=O)N1CCc2cc(S(=O)(=O)N(C)c3ccc(Br)cc3)ccc21	?	0.6%	-12.2%
COc1ccc(CCNC(=O)CSc2nc(C)nc3sccc23)cc1OC	-1.9%	-4.4%	-11.2%
O=C(Cc1c[nH]c2ccccc12)Nc1nnc(C2CC2)s1	2.3%	-1.8%	0.3%
Cc1ccc(/C=C/C(=O)Nc2ccc(S(N)(=O)=O)cc2)o1	?	-3.5%&-2.8%	-2.1%&-12.6%
Cc1cccc(CN2CCC(Oc3ccc(C(=O)N4CCCCC4)cc3)CC2)c1	?	-2.3%	?
O=C(CSCc1ccc(F)cc1)Nc1ccccc1C(=O)N1CCOCC1	-12.7%	-0.3%	0.9%
COCCCn1nnnc1SCC(=O)Nc1nc2ccccc2s1	-26.4%	-7.2%	-9.3%
O=C(NCC(=O)N1CCCC1)c1cccs1	-3.7%	-17.6%	-25.3%
Cc1cc(C)c2oc(=O)cc(CN3CCN(Cc4ccccc4)CC3)c2c1	?	-7.1%	18.4µM*
CCCCOCCCNC(=O)C[C@@H]1C[C@@]2(C(=O)OC)CCCCC=C2N(Cc2ccc3c(c2)OCO3)C1=O	?	.	?
COc1ccc(/C=N/NC(=O)Cn2c(Cc3ccc(OC)c(OC)c3)nc3ccccc32)cc1	?	-3.0%	-16.2%
CCOc1ccc(NC(=O)CC2C(=O)N(C)C(=S)N2Cc2ccco2)cc1 (stereo not given)	-8.3%	-1.0%	-1.8%
CCOC(=O)c1cc(-c2csc(-c3cccc(Cl)c3)n2)on1	-19.9%	-5.9%	5.6%
COc1cccc(NC(=O)Cn2c(=O)n(CC(=O)NCc3ccc(C)cc3)c(=O)c3sccc32)c1	-24.7%	-8.4%	?
O=C(c1cc2nc(-c3ccco3)cc(C(F)(F)F)n2n1)N1CCN(c2ccccn2)CC1	13µM*	-24.2%	25.9µM*
CC(Sc1nnc(-c2cccs2)n1-c1ccccc1)C(=O)NCc1ccco1 (stereo not given)	?	0.3%	?
O=C(CN1CCN(S(=O)(=O)c2ccc(Br)cc2)CC1)N/N=C/c1ccncc1	-12.1%	-3.7%	-8.0%
CC1=C(C(=O)Nc2ccccc2)C(c2cccs2)C(C#N)=C(SCC#N)N1 (stereo not given)	7.31µM*	-10.5%	?
CSc1ccccc1NC(=O)C1(C)CCN1C(=O)Cc1ccc(-c2ccccc2)cc1 (stereo not given)	18.4µM*	.	?
COc1ccc(NC(=S)N2CCN(S(C)(=O)=O)CC2)cc1	18.7%	-21.1%	4.3%
c1cc(Nc2ncnc3sc4c(c23)CCC4)ccn1	?	-18.1%	?
Cc1cc(S(=O)(=O)NCc2ccc(N3CCN(C)CC3)cc2)c(C)s1	20.6µM*	-0.1%	?
COc1ccc(-c2cnc(NCc3ccc(C)cc3)n2C)cc1	?	-19.4%	?
CN(C)CCNS(=O)(=O)c1ccc(N2CCc3ccccc32)c([N+](=O)[O-])c1	25.9µM*	-3.6%	16.4µM*
O=C1OCCN1C(=O)[C@H]1[C@H](c2ccccc2)C(c2ccccc2)=NN1c1ccccc1	-19.3%	28.2µM*	?
CSc1cccc(-c2nnc(NC(=O)c3ccc4c(c3)OCCO4)o2)c1	?	-13.0%	?
O=C(NCCOCCOCCNC(=O)c1cccnc1)c1cccnc1	19.2%	-1.3%	-7.4%
O=C(Nc1ccc(OCC(F)(F)C(F)F)c(C(F)(F)F)c1)c1ccc(Cl)cc1	?	.	23.1µM*

Single values from the entries so far.
Entry of `O=C1OCCN1C(=O)[C@H]1[C@H](c2ccccc2)C(c2ccccc2)=NN1c1ccccc1` under GCN5L2 inh: 28.2µM*
Entry of `CSc1ccccc1NC(=O)C1(C)CCN1C(=O)Cc1ccc(-c2ccccc2)cc1` (stereo not given) under TDP1 cell noCPT: 18.4µM*

Next section.
SMILES	TDP1 cell noCPT	GCN5L2 inh	TDP1 cell CPT
C=CCn1c(SCC(=O)c2c(N)n(C)c(=O)n(C)c2=O)nnc1-c1ccncc1	8.2%	-1.6%	2.8%
O=c1c2ccccc2nnn1CSc1nc2ccccc2c(=O)n1CCCO	-16.0%	-0.6%	-24.6%
Cc1ccc(N2C(=O)C3C4CCC(O4)C3C2=O)c(OC(F)F)c1 (stereo not given)	0.4%	-3.4%	1.7%
CC(C)c1nnc(NC(=O)C2CCN(S(=O)(=O)c3ccc(-n4cnnn4)cc3)CC2)s1	5.1%	-14.6%	-4.8%
FC(F)(F)c1nnc2sc(-c3ccco3)nn12	15.9%	-0.9%	-5.9%
O=C(COc1ccccc1[N+](=O)[O-])N/N=C/c1cccs1	-18.7%	-2.1%	1.0%
Brc1ccc(-c2csc(N3CCOCC3)n2)cc1	?	-4.1%	?
COc1ccccc1CNC(=O)N[C@@H](Cc1ccccc1)C(=O)O	-6.5%	1.3%	0.7%
OCCNCCCCOc1ccccc1F	-13.5%	2.2%	-29.0%
CC(C)C(NC(=O)c1ccc(Cl)c([N+](=O)[O-])c1)C(=O)NCc1ccccn1 (stereo not given)	-7.1%	1.0%	-1.9%
CCN(C(=O)CSc1nc2cc(C(=O)O)ccc2c(=O)n1-c1ccccc1F)C1CCS(=O)(=O)C1 (stereo not given)	5.7%	.	-13.1%
Cc1ccc(S(=O)(=O)NC(C)C(=O)N2CCOCCOCCOCC2)cc1 (stereo not given)	-1.1%	-3.1%	17.5%
Cc1cc2c(cc1S(=O)(=O)NC1CCCCC1C)OCC(=O)N2 (stereo not given)	-18.5%	-16.7%	?
COC(=O)c1ccc(/C=C2/SC(=S)N(CCC(=O)N3CCOCC3)C2=O)cc1	18.4µM*	-3.9%	16.4µM*
CC(=O)N1CCc2cc(S(=O)(=O)NC(CC(C)C)C(=O)NCc3ccccc3Cl)ccc21 (stereo not given)	-12.3%	1.6%	-4.4%
O=C(CCn1c(=O)sc2ccccc21)Nc1ccon1	-9.9%	1.5%	-1.3%
Cc1ccc(S(=O)(=O)N2C(=O)[C@@H]3Cc4ccccc4CN3C2=O)cc1	?	0.9%	?
COc1cccc(N(CC(=O)N2CCN(C)CC2)S(=O)(=O)c2ccccc2)c1	-1.8%	-1.7%	-0.1%
CCn1c(SCC(=O)N2CCCc3ccccc32)nnc1-c1ccoc1C	-8.1%	-1.0%	-11.0%
O=C(O)CCNS(=O)(=O)c1ccccc1	-23.1%	-0.5%	3.4%
Cc1oc2ccc(OS(C)(=O)=O)cc2c1C(=O)OC(C)C	?	-4.9%	?
O=c1[nH]c(CN2CCN(S(=O)(=O)/C=C/c3ccccc3)CC2)nc2ccccc12	?	-11.2%	9.3%
Cc1c(Cl)cccc1NC(=O)CSc1nc(=O)n(Cc2cccnc2)c2c1CCC2	-11.0%	-4.0%	-20.3%
COc1ccc(NS(=O)(=O)c2cccc(C(=O)NNC(=O)CNC(=O)c3ccc(C)cc3)c2)cc1	-1.9%	-4.2%	-11.1%
CC(=O)c1cccc(NC(=O)Cc2ccc(NC(=O)N3CCCCc4ccccc43)cc2)c1	16.4µM*	-13.1%	?
CCOC(=O)C1(Cc2ccccc2C)CCCN(C(=O)c2ccoc2)C1 (stereo not given)	?	-0.2%	-29.7%
COc1ccc(N2C(=O)CSC2c2ccc(F)c(F)c2)cc1 (stereo not given)	-6.1%	-11.7%	-16.7%
COc1ccc(CN2C(=O)c3ccccc3C2C(=O)NC2CCCC(C)C2C)c(OC)c1 (stereo not given)	?	-10.9%	?
Cc1ccc(-c2nnc(N3CCN(C(=O)CN4CCOCC4)CC3)c3ccccc23)cc1	16.4µM*	-3.6%	-27.4%
COc1ccc(C(CCNCc2ccc(OC)c(OC)c2)c2ccc(F)cc2)cc1 (stereo not given)	-6.8%	-2.7%	4.4%
Cc1ccc(S(=O)(=O)N2CCN(C(=O)CN3CCOCC3)C2)cc1	2.9%	1.4%	12.1%
Cc1ccc(NC(=O)c2sc(-n3nc(C)c(Cc4ccc(Cl)cc4)c3C)nc2C)cc1	0.2%	1.1%	6.4%
NC(=O)COn1c(SCC(N)=O)nc2ccccc2c1=O	3.7%	-1.8%	-5.3%
Cc1ccccc1S(=O)(=O)Cc1ccc(C(=O)N2CCN(c3ncccn3)CC2)o1	?	2.8%	-22.6%
CC(NC(=O)COc1ccc(-c2ccccc2)cc1)C1CCCO1 (stereo not given)	11.6µM*	-3.9%	20.6µM*
O=C1c2ccccc2-c2nnc(-c3ccc(O)cc3)cc21	?	-4.8%	?
O=C(O)Cn1cc(/C=N/Nc2ccc([N+](=O)[O-])cn2)c2ccccc21	-2.9%	-3.0%	18.9%
CCc1ccc(-c2cc(C)no2)cc1S(=O)(=O)N1CCN(C(=O)c2ccco2)CC1	20.6µM*	-5.3%	0.4%
COc1ccc2nc(NC(=O)c3ccco3)sc2c1	?	0.5%	?
C/C(CC(=O)Nc1ccc([N+](=O)[O-])cc1)=N\NC(=O)c1ccccc1O	-10.9%	-12.8%	2.7%
Cc1nnc(N/N=C/c2cccs2)[nH]c1=O	-4.5%	-3.1%	-11.4%
O=C(CCc1nc2ccccc2c(=O)[nH]1)OCc1ccc(Cl)cc1Cl	-13.1%	3.5%	-10.5%
CN(Cc1ccc(Cl)cc1)C(=O)CCl	2.59µM*	-7.8%	2.31µM*
CC1CCCN(C(=O)CNC(=O)Cn2ccc3ccccc3c2=O)C1 (stereo not given)	-5.9%	-7.1%	-15.1%
CCOCCCNC(=O)c1cc2sc(Cl)cc2n1CC	?	1.3%	?
CCNC(=O)CSc1nc2ccccc2c(=O)n1-c1cc(OC)ccc1OC	-10.7%	3.8%	-11.2%

Screening results: PubChem, National Center for Advancing Translational Sciences (NCATS)

Outcome played no part in choosing rows, and some 18% of all compounds hit somewhere here.
